C diff growth = inhibitors of Clostridium difficile growth | Clostridium difficile clinical isolate growth, OD600, 24 h; hits give low values | growth activity, negative = inhibition, % at 16 µg/mL (by protocol) | hit rate 0.25% among 86,000;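 active = mean growth activity at or below -80% and every replicate also at or below -80%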;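 note: 0% = DMSO wells and -100% = levofloxacin 16 µg/mL wells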
KDM4C inh = inhibitors of human demethylase GASC-1 KDM4C. Q9H3R0. GST-KDM4C 2-372, H3K9me3 peptide, LANCE TR-FRET. inhibition, % at 12.5 µM. hit rate 0.15% among 96,000;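 active = mean replicate inhibition above about 25%, with at least 55% of replicates also reaching it, limit read from the data, passing the limit was not always enough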
Target sequence (Q9H3R0 2-372 limits assumed): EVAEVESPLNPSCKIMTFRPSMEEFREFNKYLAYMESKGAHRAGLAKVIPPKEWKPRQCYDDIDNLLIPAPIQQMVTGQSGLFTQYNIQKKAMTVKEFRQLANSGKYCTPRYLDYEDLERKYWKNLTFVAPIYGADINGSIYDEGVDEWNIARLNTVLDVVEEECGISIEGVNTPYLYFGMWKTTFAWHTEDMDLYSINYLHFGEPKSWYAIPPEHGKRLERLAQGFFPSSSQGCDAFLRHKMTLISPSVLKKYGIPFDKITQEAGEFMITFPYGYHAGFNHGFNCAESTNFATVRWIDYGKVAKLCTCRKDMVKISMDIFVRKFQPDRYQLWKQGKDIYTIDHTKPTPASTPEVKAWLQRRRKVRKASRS
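System – N-terminal GST-fused human GASC-1 (KDM4C) fragment, residues 2-372 · Input – enzyme final amount 10 nM · Technique – LANCE TR-FRET, Eu antibody, ULight-streptavidin, EDTA, ex 340 nm, em 618/671 nm · Medium – HEPES buffer, pH 7.5, plus ascorbate · Incubation – enzyme reaction 30 min, then detection 60 min, both room temperature · Reagent – H3K9me3 peptide with Fe(II)/2OG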
Pf Dd2 growth = blocks growth of Plasmodium falciparum Dd2 parasites; hit rate 2.3% among 94,000; P. falciparum Dd2 growth, SYBR Green, 72 h; hits give low values; AID 1159554; activity change, % at 10 µM; in the data active = activity change below about -80%
T cruzi growth = T. cruzi proliferation inhibition | inhibition, % at 8.34 µM | T. cruzi beta-gal in NIH3T3, GalScreen luminescence, 90 h | hit rate 5.9% among 77,000 | AID 624255;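 active = mean inhibition above about 93%, with at least 55% of replicates each passing it, limit read from the data, passing the limit was not always enough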
Active calls of the source: *; & = joins results of further samples.

What do the screens show for `C[C@@H]1CN([C@@H](C)CO)C(=O)c2cccc(NS(C)(=O)=O)c2O[C@H]1CN(C)Cc1ccncc1`?
C diff growth: 1; KDM4C inh: -0.1; Pf Dd2 growth: 27; T cruzi growth: -2

How did O=C(C[C@@H]1CC[C@H](NS(=O)(=O)c2cccc(F)c2)[C@H](CO)O1)N1CCCCC1 do in these assays?
C diff growth: 3; KDM4C inh: 0.5; Pf Dd2 growth: 21; T cruzi growth: 24

Results for OC[C@H]1N[C@@H](CNCC2CCC2)[C@@H]1c1ccc(C2=CCCCC2)cc1 ?
C diff growth: 22; KDM4C inh: 0.3; Pf Dd2 growth: -50

How did CCC(=O)Nc1ccc2c(c1)C(=O)N(C)[C@@H]1CC[C@@H](CC(=O)N3CCc4ccccc4C3)O[C@@H]1CO2 do in these assays?
C diff growth: 0; KDM4C inh: 3.0; Pf Dd2 growth: -2; T cruzi growth: -5

Results for C[C@H](CO)N1C[C@H](C)[C@H](CN(C)S(=O)(=O)c2cn(C)cn2)Oc2ccc(NS(=O)(=O)c3ccccc3)cc2C1=O ?
C diff growth: -2; KDM4C inh: 2.2; Pf Dd2 growth: 12; T cruzi growth: -12

Results for COc1ccc2c3c([nH]c2c1)[C@@H](CO)N(C)CC31CCN(C(=O)c2ccccn2)CC1 ?
C diff growth: -4; KDM4C inh: -0.6; Pf Dd2 growth: -8

Results for C[C@H](CO)N1C[C@H](C)[C@@H](CN(C)C(=O)Nc2ccccc2)Oc2ccc(NC(=O)CCN3CCOCC3)cc2C1=O ?
C diff growth: 5&-2; Pf Dd2 growth: 13

Results for Cc1noc(C)c1NC(=O)Nc1ccc2c(c1)C(=O)N([C@H](C)CO)C[C@H](C)[C@@H](CN(C)C(=O)Nc1ccc3c(c1)OCO3)O2 ?
C diff growth: 4; KDM4C inh: -0.2; Pf Dd2 growth: 44

What do the screens show for `CC(C)NC(=O)Nc1ccc2c(c1)C(=O)N([C@@H](C)CO)C[C@@H](C)[C@@H](CN(C)Cc1ccc3c(c1)OCO3)O2`?
C diff growth: 7&-4; KDM4C inh: -0.1; Pf Dd2 growth: -3

Results for CNC[C@H]1Oc2ccc(NC(=O)C3CCCCC3)cc2C(=O)N([C@H](C)CO)C[C@H]1C ?
C diff growth: -1; KDM4C inh: 0.0; Pf Dd2 growth: 8; T cruzi growth: 12

What do the screens show for `O=C(N[C@@H]1CC[C@@H](CCNC(=O)C2CCOCC2)O[C@H]1CO)c1ccncc1`?
KDM4C inh: 0.1; Pf Dd2 growth: -16; T cruzi growth: -2

How did C[C@H]1CN([C@@H](C)CO)S(=O)(=O)c2ccc(C#Cc3ccc(F)cc3)cc2O[C@H]1CN(C)CC1CC1 do in these assays?
C diff growth: 20; KDM4C inh: -4.0; Pf Dd2 growth: -42; T cruzi growth: 31

Results for CC(=O)N[C@H]1CC[C@@H](CCNC(=O)C2CC2)O[C@@H]1CO ?
KDM4C inh: 7.2; Pf Dd2 growth: 15; T cruzi growth: -21

Results for CNC[C@H]1Oc2ccc(N)cc2C(=O)N([C@@H](C)CO)C[C@@H]1C ?
C diff growth: -2; KDM4C inh: -1.3; Pf Dd2 growth: 6; T cruzi growth: 9

What do the screens show for `Cc1noc(C)c1S(=O)(=O)N(C)C[C@@H]1OCCCC[C@H](C)Oc2ccc(NC(=O)Nc3cccc4ccccc34)cc2C(=O)N([C@H](C)CO)C[C@H]1C`?
C diff growth: -3; KDM4C inh: 1.8; Pf Dd2 growth: -79; T cruzi growth: 83

Results for CO[C@@H]1CN(C)C(=O)c2cc(NC(=O)Nc3ccc(F)cc3)ccc2OC[C@H](C)NC[C@H]1C ?
C diff growth: 1; KDM4C inh: 0.0; Pf Dd2 growth: -8; T cruzi growth: -100

Results for C[C@@H]1CN([C@@H](C)CO)S(=O)(=O)c2ccc(-c3cncnc3)cc2O[C@H]1CN(C)C ?
C diff growth: 1; KDM4C inh: -3.1; Pf Dd2 growth: 9; T cruzi growth: 9

What do the screens show for `C[C@@H]1CN([C@H](C)CO)C(=O)c2cc(NC(=O)C3CCCCC3)ccc2O[C@@H](C)CCCCO[C@@H]1CN(C)Cc1ccc(C(=O)O)cc1`?
C diff growth: -6; KDM4C inh: 0.4; Pf Dd2 growth: 3; T cruzi growth: -7

How did COc1ccc(CN(C)C[C@@H]2OCCCC[C@@H](C)Oc3ccc(NC(=O)Nc4ccc(C(F)(F)F)cc4)cc3C(=O)N([C@@H](C)CO)C[C@@H]2C)cc1 do in these assays?
C diff growth: -43; Pf Dd2 growth: -58; T cruzi growth: 77

How did CN(C)C(=O)C[C@H]1CC[C@@H]2[C@H](COc3ccc(NC(=O)C4CCC4)cc3C(=O)N2C)O1 do in these assays?
C diff growth: -1; KDM4C inh: -0.4; Pf Dd2 growth: 14

Results for O=C(CCN1CCCCC1)NCC[C@H]1CC[C@@H](NS(=O)(=O)c2cccc(F)c2)[C@H](CO)O1 ?
C diff growth: 1; KDM4C inh: -0.6; Pf Dd2 growth: 14; T cruzi growth: -7

What do the screens show for `C/C=C/c1ccc([C@H]2[C@H]3CN(S(=O)(=O)c4ccccc4)CC(=O)N3[C@H]2CO)cc1`?
C diff growth: 0; KDM4C inh: 1.4; Pf Dd2 growth: 33

How did CO[C@@H]1CC[C@@H]2CCOc3c(C#N)cccc3C(=O)N(C)[C@H](C)C(=O)N(C)C[C@@H]1O2 do in these assays?
KDM4C inh: 1.2; Pf Dd2 growth: 16; T cruzi growth: 26

What do the screens show for `C[C@@H]1CN([C@@H](C)CO)C(=O)c2cc(-c3ccccc3F)cnc2O[C@H]1CN(C)Cc1ccccc1`?
C diff growth: 0; KDM4C inh: -1.1; Pf Dd2 growth: -28; T cruzi growth: -41

Results for C[C@@H]1CN([C@@H](C)CO)S(=O)(=O)c2ccc(C#CCN(C)C)cc2O[C@@H]1CN(C)Cc1ccc2c(c1)OCO2 ?
C diff growth: 3; KDM4C inh: 2.7; Pf Dd2 growth: -54; T cruzi growth: 85

How did Cc1noc(C)c1S(=O)(=O)Nc1ccc2c(c1)C(=O)N([C@@H](C)CO)C[C@H](C)[C@H](CN(C)C(=O)CCCN(C)C)OCCCC[C@@H](C)O2 do in these assays?
C diff growth: 0; KDM4C inh: 1.6; Pf Dd2 growth: 14; T cruzi growth: 1

What do the screens show for `C[C@H]1CN([C@@H](C)CO)C(=O)c2cc(C#Cc3ccncc3)cnc2O[C@H]1CN(C)Cc1ccncc1`?
C diff growth: 12; KDM4C inh: 3.4; Pf Dd2 growth: 40; T cruzi growth: 47

Results for C[C@@H]1CN([C@H](C)CO)C(=O)c2ccccc2-c2ccccc2CO[C@H]1CN(C)C(=O)c1ccc(F)cc1 ?
C diff growth: -3; KDM4C inh: 1.7; Pf Dd2 growth: 11; T cruzi growth: -1

How did COc1ccccc1-c1cn(CC[C@H]2CC[C@@H](NC(=O)C3CCCC3)[C@@H](CO)O2)nn1 do in these assays?
C diff growth: -6; KDM4C inh: 2.2; Pf Dd2 growth: 21

What do the screens show for `CNC[C@H]1Oc2ccc(NC(=O)Nc3ccc(F)cc3)cc2C(=O)N([C@H](C)CO)C[C@H]1C`?
C diff growth: 1&0; KDM4C inh: -0.9; Pf Dd2 growth: 9

What do the screens show for `CC=Cc1ccc2n(c1=O)C[C@H]1[C@H](CO)[C@@H](C(=O)NC3CCCC3)N(C(=O)C3CC3)[C@@H]21` (mixture of isomers)?
C diff growth: -8; KDM4C inh: 0.0; Pf Dd2 growth: 13

Results for C[C@@H]1CN([C@H](C)CO)C(=O)c2cc(NC(=O)c3ccncc3)ccc2O[C@@H](C)CCCCO[C@@H]1CN(C)Cc1ccc(C(F)(F)F)cc1 ?
C diff growth: 0; KDM4C inh: 0.8; Pf Dd2 growth: -4; T cruzi growth: 109*

What do the screens show for `Cc1ccc(S(=O)(=O)N(C)C[C@H]2OCCCC[C@H](C)Oc3ccc(NC(=O)Nc4ccc(F)cc4)cc3C(=O)N([C@@H](C)CO)C[C@@H]2C)cc1`?
KDM4C inh: -0.8; Pf Dd2 growth: -73

What do the screens show for `Cc1ccccc1S(=O)(=O)N1C[C@H](O)COC[C@H]2O[C@@H](CC(=O)N3CCCCC3)CC[C@@H]21`?
KDM4C inh: 1.2; Pf Dd2 growth: -6; T cruzi growth: 21

Results for O=C(C[C@H]1C[C@@H]2c3cc(NC(=O)C4CCOCC4)ccc3O[C@@H]2[C@H](CO)O1)NCc1cccc(F)c1 ?
C diff growth: -2; KDM4C inh: 2.8; Pf Dd2 growth: 0; T cruzi growth: 39

What do the screens show for `CC(C)NC(=O)Nc1ccc2c(c1)CC(=O)N([C@@H](C)CO)C[C@@H](C)[C@@H](CN(C)Cc1ccc(C(F)(F)F)cc1)O2`?
C diff growth: -10; KDM4C inh: -0.1; Pf Dd2 growth: -17

How did COCC(=O)N1[C@@H](CO)[C@@H](c2ccccc2)C12CN(Cc1cc(F)ccc1F)C2 do in these assays?
C diff growth: -3; KDM4C inh: -0.8; Pf Dd2 growth: -61

Results for C[C@@H](O)C#Cc1ccc2c(c1)O[C@@H](CN(C)Cc1cncnc1)[C@@H](C)CN([C@@H](C)CO)S2(=O)=O ?
C diff growth: 4; KDM4C inh: 36*; Pf Dd2 growth: 11; T cruzi growth: 7

What do the screens show for `COc1ccc(CN(C)C[C@@H]2Oc3ccc(NS(=O)(=O)c4ccc(Cl)cc4)cc3CC(=O)N([C@@H](C)CO)C[C@@H]2C)cc1`?
C diff growth: -18; KDM4C inh: 0.9; Pf Dd2 growth: -27; T cruzi growth: 17

How did CN1CCN(C(=O)C[C@@H]2C[C@H]3c4cc(NC(=O)C5CCOCC5)ccc4O[C@H]3[C@H](CO)O2)CC1 do in these assays?
C diff growth: 0; KDM4C inh: -1.6; Pf Dd2 growth: 8; T cruzi growth: -6

How did COc1cccc(S(=O)(=O)N2C[C@H](O)COC[C@H]3O[C@H](CC(=O)N4CCN(c5ccccc5)CC4)CC[C@@H]32)c1 do in these assays?
C diff growth: -3&-9; KDM4C inh: -1.7; T cruzi growth: 12

How did CCN1[C@@H]2c3ccc(C4=CCCC4)c(=O)n3C[C@H]1[C@H](CO)[C@H]2C(=O)NCc1ccccn1 do in these assays?
C diff growth: -2; KDM4C inh: -1.0; Pf Dd2 growth: 9; T cruzi growth: 75

Results for COCCNC(=O)c1cc2c(c(-c3cccc(C#CCN(C)C)c3)n1)[C@H](CCO)N(S(=O)C(C)(C)C)C2 (some centres not stated) ?
C diff growth: -5; T cruzi growth: 67

What do the screens show for `C[C@@H]1CN([C@H](C)CO)C(=O)c2cccc(NS(=O)(=O)c3ccc(Cl)cc3)c2O[C@@H]1CN(C)Cc1ccc(C(F)(F)F)cc1`?
C diff growth: 10; KDM4C inh: -0.3; Pf Dd2 growth: 3; T cruzi growth: 58

How did C[C@@H]1CN([C@H](C)CO)C(=O)c2cccc(NS(=O)(=O)c3cn(C)cn3)c2O[C@H]1CN(C)C do in these assays?
C diff growth: 2; KDM4C inh: -0.9; Pf Dd2 growth: 6; T cruzi growth: 19

How did CO[C@@H](CN(C)Cc1nccs1)[C@H](C)CN([C@@H](C)CO)S(=O)(=O)c1ccc(F)cc1 do in these assays?
KDM4C inh: -1.2; Pf Dd2 growth: 10; T cruzi growth: 57

How did COc1cccc(S(=O)(=O)N2C[C@H](O)COC[C@@H]3O[C@H](CC(=O)NCCCN4CCOCC4)CC[C@H]32)c1 do in these assays?
C diff growth: -7&-8; KDM4C inh: 0.3; T cruzi growth: -33

Sorted by molar mass (highest first): 7 of the compounds above.
What do the screens show for `C[C@@H]1CN([C@H](C)CO)C(=O)c2cccc(NS(=O)(=O)c3ccc(Cl)cc3)c2O[C@@H]1CN(C)Cc1ccc(C(F)(F)F)cc1`?
C diff growth: 10; KDM4C inh: -0.3; Pf Dd2 growth: 3; T cruzi growth: 58

What do the screens show for `COc1ccc(CN(C)C[C@@H]2Oc3ccc(NS(=O)(=O)c4ccc(Cl)cc4)cc3CC(=O)N([C@@H](C)CO)C[C@@H]2C)cc1`?
C diff growth: -18; KDM4C inh: 0.9; Pf Dd2 growth: -27; T cruzi growth: 17

How did COc1cccc(S(=O)(=O)N2C[C@H](O)COC[C@H]3O[C@H](CC(=O)N4CCN(c5ccccc5)CC4)CC[C@@H]32)c1 do in these assays?
C diff growth: -3&-9; KDM4C inh: -1.7; T cruzi growth: 12

How did COc1cccc(S(=O)(=O)N2C[C@H](O)COC[C@@H]3O[C@H](CC(=O)NCCCN4CCOCC4)CC[C@H]32)c1 do in these assays?
C diff growth: -7&-8; KDM4C inh: 0.3; T cruzi growth: -33

How did CN1CCN(C(=O)C[C@@H]2C[C@H]3c4cc(NC(=O)C5CCOCC5)ccc4O[C@H]3[C@H](CO)O2)CC1 do in these assays?
C diff growth: 0; KDM4C inh: -1.6; Pf Dd2 growth: 8; T cruzi growth: -6

How did CO[C@@H](CN(C)Cc1nccs1)[C@H](C)CN([C@@H](C)CO)S(=O)(=O)c1ccc(F)cc1 do in these assays?
KDM4C inh: -1.2; Pf Dd2 growth: 10; T cruzi growth: 57

How did CCN1[C@@H]2c3ccc(C4=CCCC4)c(=O)n3C[C@H]1[C@H](CO)[C@H]2C(=O)NCc1ccccn1 do in these assays?
C diff growth: -2; KDM4C inh: -1.0; Pf Dd2 growth: 9; T cruzi growth: 75
